Pol iota inh: qHTS for Inhibitors of Polymerase Iota; DNA polymerase iota (Homo sapiens), Q9UNA4; Pol iota fluorescent replication assay, 10 min; Potency, µM (doses to about 115 µM), for inactives: at the top dose activity, negative = inhibition, usual class: inhibitors; 1% of 390,000 active
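Fluorescent replication assay read twice, at 0 min and 10 min after adding 50 nM (final) substrate. Enzyme (10 nM) and compounds were first incubated 15 min at room temperature; enzyme-free buffer wells were negative controls.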
G9a inh: qHTS Assay for Inhibitors of Histone Lysine Methyltransferase G9a; Histone-lysine N-methyltransferase EHMT2 (Homo sapiens), Q96KQ7; G9a H3K9 monomethylation, AlphaScreen, 2 h; Potency, µM (doses to about 102 µM), for the others: at the highest dose activity, negative = inhibition, actives largely listed as inhibitors; 8.8% of 350,000 active; also: % is scaled to controls: 0 for no effect and ±100 for the full control effect; nearly all actives have a fitted effect of over 75% in size
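Enzyme 20 nM + cpd, 15 min RT; add b-H3K9 pep 500 nM / SAM 20 uM; 2 h RT; anti-H3K9me1 Ab 0.5 ug/mL + SA donor / anti-rabbit acceptor beads 20 ug/mL each, 10 min; AlphaScreen read.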
Tb PGK inh: qHTS Assay to Find Inhibitors of Phosphoglycerate Kinase; Phosphoglycerate kinase, glycosomal (Trypanosoma brucei brucei), P07378; PGK/GAPDH coupled, Kinase-Glo luminescence, 60 min; Potency, µM (series often up to 57.5 µM), without a hit: at the top dose activity change, negative = inhibition, most hits filed as inhibitors; 0.043% of 380,000 active; also: % is scaled to controls: 0 for no effect and ±100 for the full control effect; nearly all actives have a fitted effect of over 60% in size
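Luminescent ATP detection (Kinase-Glo Plus) follows a 60-minute room-temperature incubation, with wells lacking PGK as controls. Buffer: 100 mM TEA (pH 7.6), 5 mM MgCl2, 0.01% Tween-20. Coupling enzyme GAPDH (100 nM final) supplies unstable 1,3-BPG in-well.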
GLS inhibitor: qHTS for Inhibitors of Glutaminase (GLS); Glutaminase kidney isoform, mitochondrial (Homo sapiens), O94925; GLS enzymatic activity, qHTS titration; Potency, µM (top dose mostly 45.5 µM), for the others: top-dose activity change, negative = inhibition, hits mostly inhibitors; 0.21% of 410,000 active; also: % is scaled to controls: 0 for no effect and ±100 for the full control effect
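Coupled fluorescence readout: glutamate oxidase/HRP/Amplex Red detect glutamate formed by hKGA from L-glutamine (1 mM solution added). Buffer 45 mM KH2PO4 pH 8.2, 0.02% Tween-20; reads at t0 and 30 min RT.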
BLM inh: qHTS Assay for Inhibitors of Bloom's syndrome helicase (BLM). RecQ-like DNA helicase BLM (Homo sapiens), P54132. recombinant BLM DNA unwinding, fluorescence dequenching. Potency, µM (top dose mostly 56.1 µM), for inactives: top-dose activity change, negative = inhibition, hits mostly inhibitors. 0.2% of 350,000 active;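 also: plate controls were vehicle for no effect and no enzyme for full effect; nearly all actives have a fitted effect of over 35% in size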
HP1b chromo inh: HTS for Inhibitors of HP1-beta Chromodomain Interactions with Methylated Histone Tails | Potency, µM (highest dose often 114 µM), for the others: top-dose activity change, negative = inhibition, most hits filed as inhibitors | Chromobox protein homolog 1 (Homo sapiens), P83916 | 0.56% of 390,000 active | AlphaScreen HP1-beta / biotin-H3K9me3 peptide binding; also: nearly all actives have a fitted effect of over 70% in size; inactives centre near 23
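AlphaScreen: HP1-beta (50 nM) preformed 30 min with biotin-H3(1-18)K9me3 peptide (50 nM) in PBS pH 7.4, 0.01% Tween-20. Compound added for 30 min at RT, then streptavidin donor/nickel chelate acceptor beads (10 ug/mL) for 30 min.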
BAZ2B inh: qHTS Assay for Inhibitors of BAZ2B; Bromodomain adjacent to zinc finger domain protein 2B (Homo sapiens), Q9UIF8; AlphaScreen BAZ2B-H3K14Ac peptide displacement; Potency, µM (doses to about 114 µM), for inactives: at the top dose activity change, negative = inhibition, actives largely listed as inhibitors; 4.4% of 360,000 active; AID 504333, 2011; also: % is scaled to controls: 0 for no effect and ±100 for the full control effect; nearly all actives have a fitted effect of over 60% in size
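AlphaScreen luminescence quantifies BAZ2B engagement of H3K14Ac peptide; the protein and biotinylated peptide are both at 50 nM final, buffer PBS pH 7.4 with 0.01% Tween-20, all steps at room temperature.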
JMJD2A Tudor: qHTS Assay for Inhibitors of JMJD2A-Tudor Domain; Lysine-specific demethylase 4A (Homo sapiens), O75164; 4.4% of 390,000 active; Potency, µM (series often up to 114 µM), inactives show at the top dose activity change, negative = inhibition, actives largely listed as inhibitors; AlphaScreen JMJD2A-Tudor / H3K4me3 peptide binding; also: % is scaled to controls: 0 for no effect and ±100 for the full control effect; nearly all actives have a fitted effect of over 50% in size
Target sequence (O75164 whole entry, looked up, the tested form may be a part): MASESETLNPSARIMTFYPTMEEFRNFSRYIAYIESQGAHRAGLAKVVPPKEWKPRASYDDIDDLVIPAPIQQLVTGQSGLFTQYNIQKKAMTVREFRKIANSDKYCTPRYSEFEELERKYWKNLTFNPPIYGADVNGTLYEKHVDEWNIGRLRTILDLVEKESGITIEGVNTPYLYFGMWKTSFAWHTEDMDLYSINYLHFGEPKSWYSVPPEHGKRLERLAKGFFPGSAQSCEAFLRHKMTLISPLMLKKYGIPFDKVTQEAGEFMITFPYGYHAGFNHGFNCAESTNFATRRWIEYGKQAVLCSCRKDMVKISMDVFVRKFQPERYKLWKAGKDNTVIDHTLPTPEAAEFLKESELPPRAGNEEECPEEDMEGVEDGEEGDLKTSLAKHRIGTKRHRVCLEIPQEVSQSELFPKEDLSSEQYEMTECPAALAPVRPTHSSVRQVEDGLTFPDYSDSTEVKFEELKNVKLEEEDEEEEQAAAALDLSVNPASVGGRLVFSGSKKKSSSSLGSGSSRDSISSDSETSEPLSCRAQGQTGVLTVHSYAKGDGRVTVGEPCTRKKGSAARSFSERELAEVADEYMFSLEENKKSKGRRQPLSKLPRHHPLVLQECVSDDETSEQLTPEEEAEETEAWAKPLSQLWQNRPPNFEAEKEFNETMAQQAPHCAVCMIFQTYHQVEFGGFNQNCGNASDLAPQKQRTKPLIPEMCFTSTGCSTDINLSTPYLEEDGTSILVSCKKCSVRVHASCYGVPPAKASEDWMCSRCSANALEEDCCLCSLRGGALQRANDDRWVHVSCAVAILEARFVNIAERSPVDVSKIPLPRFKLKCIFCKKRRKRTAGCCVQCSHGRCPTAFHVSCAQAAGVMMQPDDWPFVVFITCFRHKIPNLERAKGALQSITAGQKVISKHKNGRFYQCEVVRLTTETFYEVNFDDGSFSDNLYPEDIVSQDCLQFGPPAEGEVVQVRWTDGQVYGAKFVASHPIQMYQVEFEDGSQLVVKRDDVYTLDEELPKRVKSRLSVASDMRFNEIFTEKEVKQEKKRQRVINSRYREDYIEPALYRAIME
Pin1 inh: qHTS Assay to Find Inhibitors of Pin1 | 0.009% of 390,000 active | Potency, µM (doses to about 115 µM), inactives show at the top dose activity, negative = inhibition, most hits filed as inhibitors | Pin1 FP peptide displacement, HiFluor488, 10 min; active = well fitted inhibition curve with a large enough effect in the polarisation, with a control signal flat, not every such curve was filed as active; inconclusive = small, poorly fitted or top-dose-only effect, or effect the other way, or a change in a side signal; inactive = no such curve, though single readings can be large or run the other way; the % refers to the polarisation; also: % is scaled to controls: 0 for no effect and ±100 for the full control effect
* = called active by the depositor; [ ] = another dose, or the depositor's remark. Unless noted, calls follow the shape of the dose curve; as a rule, active = well fitted curve in the direction sought with a large enough effect; inconclusive = small, poorly fitted or top-dose-only effect, or another doubt; inactive = no such curve, though single readings can be large; an effect the other way counts as inactive or inconclusive. Potency is read from the fitted curve at half-maximal effect. This is a subset, so the mix of outcomes need not match the whole.

What do the screens show for `OCCN(CCO)c1nc(-c2ccccc2)nc2c1oc1ccccc12`?
Pol iota inh: -7%; G9a inh: inconclusive; Tb PGK inh: 0%; GLS inhibitor: 0%; BLM inh: -1%; HP1b chromo inh: 26%; BAZ2B inh: -27%; JMJD2A Tudor: -23%; Pin1 inh: 30%

What do the screens show for `COc1cccc(OCC(=O)N2CCC3(CC2)CC(=O)c2ccccc2O3)c1`?
Pol iota inh: 46%[activator]; G9a inh: -10%[0.501 µM]; Tb PGK inh: -1%; GLS inhibitor: 1%; HP1b chromo inh: 31%; BAZ2B inh: -2%; JMJD2A Tudor: -6%; Pin1 inh: -5%

Results for O=C(Cc1ccc(-n2c(=O)c3ccccc3n(CC(=O)Nc3ccc(F)cc3F)c2=O)cc1)NCc1ccco1 ?
Pol iota inh: -17%; G9a inh: -3%; Tb PGK inh: -3%; GLS inhibitor: 1%; BLM inh: -5%; HP1b chromo inh: 26%; JMJD2A Tudor: -15%; Pin1 inh: 51%[activator]

How did CC(C)[C@H](NC(=O)C1CCN(S(=O)(=O)c2ccccc2)CC1)C(=O)NCc1ccccn1 do in these assays?
Pol iota inh: 64%[activator]; G9a inh: 65%[activator]; Tb PGK inh: 2%; GLS inhibitor: -7%; BLM inh: 1%; HP1b chromo inh: 43%[activator]; BAZ2B inh: -6%; JMJD2A Tudor: 2%; Pin1 inh: -11%

What do the screens show for `Cc1c(Cl)cccc1NC(=O)N1CCC(CN2CCCC2)CC1`?
Pol iota inh: 8%; G9a inh: -3%[59 µM]; Tb PGK inh: 0%; GLS inhibitor: 7%; BLM inh: -2%; HP1b chromo inh: 29%; BAZ2B inh: 0%; JMJD2A Tudor: 4%; Pin1 inh: -2%

Results for Cc1ccc(-c2nc(CS(=O)(=O)CC(=O)Nc3ccc(Br)cc3F)c(C)o2)cc1 ?
Pol iota inh: 43%[activator]; G9a inh: -1%[59 µM]; Tb PGK inh: inactive; GLS inhibitor: -10%; BLM inh: -5%; HP1b chromo inh: 36%; BAZ2B inh: inconclusive; JMJD2A Tudor: -12%; Pin1 inh: 14%

Results for Cc1cc(C)c(NC(=O)COC(=O)C2CCC(=O)N2)c(C)c1 (stereo not given) ?
Pol iota inh: 11%; G9a inh: -3%; Tb PGK inh: inactive; GLS inhibitor: 3%; BLM inh: -1%; HP1b chromo inh: 25%; BAZ2B inh: -2%; JMJD2A Tudor: -12%; Pin1 inh: -10%

What do the screens show for `COc1cc(C)ccc1OCCCOc1ccccc1Br`?
Pol iota inh: inconclusive; Tb PGK inh: -3%; GLS inhibitor: 7%; BLM inh: -5%; HP1b chromo inh: 68%[activator]; BAZ2B inh: 51%[activator]; JMJD2A Tudor: -13%; Pin1 inh: inconclusive

Results for Cc1ccc(OCC(=O)NCC2(N3CCN(C)CC3)CCCCC2)cc1C ?
Pol iota inh: 4%; G9a inh: 2%[59 µM]; Tb PGK inh: 0%; GLS inhibitor: 11%; BLM inh: -1%; HP1b chromo inh: 70%[activator]; BAZ2B inh: -20%; JMJD2A Tudor: -1%; Pin1 inh: 5%

How did Cc1cc(/C=C2/SC(=S)N(c3cccc(C(F)(F)F)c3)C2=O)c(C)n1-c1cccnc1 do in these assays?
Pol iota inh: inconclusive; Tb PGK inh: -9%; GLS inhibitor: 1%; HP1b chromo inh: inconclusive; JMJD2A Tudor: inconclusive; Pin1 inh: inconclusive

What do the screens show for `Cc1ccc(-c2csc(NC(=O)CSc3nc(C)cc(=O)[nH]3)n2)cc1`?
Pol iota inh: inconclusive; G9a inh: 45µM*; Tb PGK inh: -4%; GLS inhibitor: -4%; BLM inh: -9%; HP1b chromo inh: 11%; BAZ2B inh: inconclusive; JMJD2A Tudor: inconclusive; Pin1 inh: -4%

How did CC(=O)Nc1ccc(OCC(O)CN2C(C)(C)CC(O)CC2(C)C)cc1 (stereo not given) do in these assays?
Pol iota inh: 5%; G9a inh: 21%[59 µM]; Tb PGK inh: -6%; GLS inhibitor: 1%; BLM inh: 1%; HP1b chromo inh: 22%; BAZ2B inh: -5%; JMJD2A Tudor: -7%; Pin1 inh: 11%

How did CCS(=O)(=O)Nc1ccc(Cc2ccc(NS(=O)(=O)CC)cc2)cc1 do in these assays?
Pol iota inh: 30%; G9a inh: 50µM*; Tb PGK inh: -8%; GLS inhibitor: 1%; BLM inh: -6%; HP1b chromo inh: 19%; BAZ2B inh: 7%; JMJD2A Tudor: -7%; Pin1 inh: -4%

Results for COc1ccccc1NC(=O)CS(=O)(=O)c1cn(CC(=O)N2CCCC2)c2ccccc12 ?
Pol iota inh: 18%; G9a inh: inconclusive; Tb PGK inh: -1%; GLS inhibitor: -4%; BLM inh: -2%; HP1b chromo inh: 22%; BAZ2B inh: -13%; JMJD2A Tudor: 1%; Pin1 inh: -3%

How did CC(C)(C)NC(=O)c1nc2nc(-c3ccccc3)cc(C(F)(F)F)n2n1 do in these assays?
Pol iota inh: 9%; G9a inh: -2%[59 µM]; Tb PGK inh: 3%; GLS inhibitor: 1%; BLM inh: 1%; HP1b chromo inh: 51%[activator]; BAZ2B inh: 8%; JMJD2A Tudor: -13%[57.1 µM]; Pin1 inh: 4%

How did COc1ccc(-c2cc3nc(-c4ccccc4)cc(N4CCC5(CC4)OCCO5)n3n2)cc1 do in these assays?
Pol iota inh: -24%; G9a inh: 47%[59 µM]; Tb PGK inh: -1%; GLS inhibitor: 0%; BLM inh: -11%; HP1b chromo inh: 106%[activator]; BAZ2B inh: 40%[activator]; JMJD2A Tudor: 21%; Pin1 inh: 7%

How did S=C(NCc1ccc(Cl)cc1)NN1CCOCC1 do in these assays?
Pol iota inh: 150%[activator]; G9a inh: inconclusive; Tb PGK inh: 4%; GLS inhibitor: -8%; BLM inh: 3%; HP1b chromo inh: 49%[activator]; BAZ2B inh: -15%; JMJD2A Tudor: 1%[57.1 µM]; Pin1 inh: -1%

How did CN1CCN(C(=O)CCC(=O)NCc2ccc(F)cc2)CC1 do in these assays?
Pol iota inh: -15%; G9a inh: 13%; Tb PGK inh: -8%; GLS inhibitor: -15%; BLM inh: -6%; HP1b chromo inh: 30%; BAZ2B inh: -8%; JMJD2A Tudor: 6%; Pin1 inh: -1%

Results for CCc1ccc(NC(=O)CN2C(=O)C(c3ccc(F)cc3)=NC2(C)C)cc1 ?
Pol iota inh: 33%[activator]; G9a inh: -4%[59 µM]; GLS inhibitor: -6%; BLM inh: -2%; HP1b chromo inh: 28%; BAZ2B inh: -1%; JMJD2A Tudor: -11%; Pin1 inh: 6%

What do the screens show for `O=C(COC(=O)CNC(=O)c1cccc(OC(F)F)c1)NCc1ccc2c(c1)OCO2`?
Pol iota inh: 10%; Tb PGK inh: 2%; GLS inhibitor: 2%; HP1b chromo inh: 29%; JMJD2A Tudor: -11%; Pin1 inh: 3%

Results for Cc1cccc(OCc2nnc(SCC(=O)Nc3ccc(C)c(Cl)c3)o2)c1 ?
Pol iota inh: 156%[activator]; G9a inh: -25%[59 µM]; Tb PGK inh: inactive; GLS inhibitor: -1%; BLM inh: -2%; HP1b chromo inh: 15%; BAZ2B inh: 1%; JMJD2A Tudor: -16%; Pin1 inh: -1%

What do the screens show for `O=C(N1CCOCC1)N1CCC(n2nnc3ccccc32)CC1`?
Pol iota inh: 4%; G9a inh: -34%; Tb PGK inh: -6%; GLS inhibitor: -6%; BLM inh: -2%; HP1b chromo inh: 18%; BAZ2B inh: -4%; JMJD2A Tudor: 3%; Pin1 inh: 7%

How did O=S(=O)(c1ccc(Cl)cc1)N1CCCN(c2nc3ccc(Cl)cc3s2)CC1 do in these assays?
Pol iota inh: 127%[activator]; Tb PGK inh: -7%; GLS inhibitor: -20%; BLM inh: -17%; HP1b chromo inh: 30%; BAZ2B inh: 2%; JMJD2A Tudor: 5%; Pin1 inh: -1%

What do the screens show for `O=C(NCCc1ccccc1)C1CCN(Cc2cccc3ccccc23)CC1`?
Pol iota inh: 177%[activator]; G9a inh: -9%; Tb PGK inh: inactive; GLS inhibitor: 0%; BLM inh: -1%; HP1b chromo inh: 30%; BAZ2B inh: -16%; JMJD2A Tudor: -10%; Pin1 inh: -3%

What do the screens show for `Cc1cccc(N2CCN(CC(O)COc3ccccc3Cl)CC2)c1` (stereo not given)?
Pol iota inh: inconclusive; G9a inh: -25%; Tb PGK inh: 0%; GLS inhibitor: 17%; BLM inh: 1%; HP1b chromo inh: -6%; BAZ2B inh: inconclusive; JMJD2A Tudor: inconclusive; Pin1 inh: 5%

How did COc1ccc(-n2c(=O)c(NC(=O)c3ccccc3)c3n(c2=S)CCCCC3)cc1 do in these assays?
Pol iota inh: 28%; G9a inh: inconclusive; Tb PGK inh: -8%; GLS inhibitor: 0%; BLM inh: -1%; HP1b chromo inh: 20%; BAZ2B inh: -5%; JMJD2A Tudor: -24%; Pin1 inh: -4%

What do the screens show for `Cc1ccccc1-n1c(SCc2c(C)noc2C)nnc1-c1cccnc1`?
Pol iota inh: -1%; G9a inh: 40µM*; Tb PGK inh: 0%; GLS inhibitor: 3%; BLM inh: 1%; HP1b chromo inh: 60%[activator]; BAZ2B inh: 3%; JMJD2A Tudor: -1%; Pin1 inh: inconclusive

Screens (PubChem BioAssay)
